CTSL1 counter: Fasciola hepatica cathepsin L1 inhibitors, primary screen, counter-screen for PFM18AAP inhibitor project, biochemical, QFRET, fluorogenic peptide substrate. recombinant F. hepatica cathepsin L1, Z-Leu-Arg-MCA fluorescence. inhibition, % at 5.96 µM. 300,000 compounds, 0.49% hits. AID 1906, 2009;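 active means inhibition above the mean of all tested compounds plus 3 SD, set per screening campaign, cut at about 17% in these data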;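 further: 0% = plate median of test compound wells and 100% = 1 µM Z-Phe-Ala-diazomethylketone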
GASC-1 inh: inhibitors of GASC-1 histone demethylase, primary screen, biochemical, fluorescence, DELFIA europium; Lysine-specific demethylase 4C (Homo sapiens), Q9H3R0; GST-JMJD2C(1-420) H3K9me3 demethylation; inhibition, % at 2.35 µM; 330,000 compounds, 0.069% hits; AID 2099, 2009;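 active means more than half of a compound's replicate wells show inhibition beyond 50%, single wells judged on their own value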;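 further: signal counts dimethyl H3K9 product captured on neutravidin plate; 0% = median of DMSO wells and 100% = 0.3 times that DMSO median; strong numbers were not always called active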
HCV core dimer: inhibitors of HCV core protein dimerization, primary screen, biochemical, TR-FRET, high-throughput; 300,000 compounds, 0.33% hits; TR-FRET GST/Flag-core106 dimerization, 1536-well; AID 1899, 2009; inhibition, % at 5 µM;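 active means inhibition above the mean of all tested compounds plus 3 SD, set per screening campaign, cut at about 45% in these data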
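Material: GST/Flag-tagged HCV core106 proteins. Incubation: 4 h, 22.5 °C incubation. Read-out basis: inhibition (%) from 671 over 617 nm ratio. Measured by: TR-FRET, excitation 340 nm, emission 617 and 671 nm.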
GRK2 aptamer HTS: compounds blocking aptamer binding on GRK2 – biochemical, human GRK2, bead flow cytometry, HTS, primary screen; Beta-adrenergic receptor kinase 1 (Homo sapiens), P25098; inhibition of aptamer binding, % at 10 µM; FAM-aptamer displacement from GRK2; 330,000 compounds, 0.59% hits;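 active means inhibition of aptamer binding above 40%, roughly 3 SD of noise, on plates passing a quality check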;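 further: median bead fluorescence of bound FAM aptamer so fluorescent compounds give negative values; no value below 0 was filed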
Target sequence (P25098 whole entry, looked up): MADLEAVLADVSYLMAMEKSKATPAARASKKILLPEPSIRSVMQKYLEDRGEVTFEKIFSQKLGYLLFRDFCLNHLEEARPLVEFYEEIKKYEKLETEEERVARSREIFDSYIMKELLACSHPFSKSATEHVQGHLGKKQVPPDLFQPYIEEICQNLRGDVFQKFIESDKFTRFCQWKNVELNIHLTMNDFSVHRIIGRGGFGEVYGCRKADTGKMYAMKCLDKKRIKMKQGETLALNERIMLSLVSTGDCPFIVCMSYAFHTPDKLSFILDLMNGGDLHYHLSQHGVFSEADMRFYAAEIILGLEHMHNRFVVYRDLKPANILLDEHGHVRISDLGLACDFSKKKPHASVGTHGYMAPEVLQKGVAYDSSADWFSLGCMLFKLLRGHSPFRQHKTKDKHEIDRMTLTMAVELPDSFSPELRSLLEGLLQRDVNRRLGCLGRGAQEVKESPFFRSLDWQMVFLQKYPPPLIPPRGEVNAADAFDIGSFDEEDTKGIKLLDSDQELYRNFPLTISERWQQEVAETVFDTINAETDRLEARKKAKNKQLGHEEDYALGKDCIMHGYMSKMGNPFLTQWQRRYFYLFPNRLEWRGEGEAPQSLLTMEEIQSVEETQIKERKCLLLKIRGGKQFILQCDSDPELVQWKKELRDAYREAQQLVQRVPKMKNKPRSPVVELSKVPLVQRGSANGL
proCasp3 act: activators of human procaspase-3 D3A mutant, primary screen, biochemical, absorbance, PC-3 D3A mutant, single concentration. Caspase-3 (Homo sapiens), P42574. recombinant procaspase-3 D3A, Ac-DEVD-pNA absorbance 405 nm. activation, % at 8.5 µM. 330,000 compounds, 0.11% hits. AID 463141, 2010;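 active means activation above the mean of all tested compounds plus 3 SD, cut at about 21% in these data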;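 further: 0% = DMSO alone and 100% = DMSO wells spiked with extra 5 µM PC-3 D3A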
Target sequence (P42574 whole entry D9A/D28A/D175A): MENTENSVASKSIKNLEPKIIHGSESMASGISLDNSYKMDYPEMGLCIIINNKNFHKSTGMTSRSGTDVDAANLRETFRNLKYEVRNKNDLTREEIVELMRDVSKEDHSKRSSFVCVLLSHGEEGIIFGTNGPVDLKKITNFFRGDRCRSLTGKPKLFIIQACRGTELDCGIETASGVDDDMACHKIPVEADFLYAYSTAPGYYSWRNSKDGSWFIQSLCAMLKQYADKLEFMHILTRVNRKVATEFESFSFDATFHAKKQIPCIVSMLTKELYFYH
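System: Procaspase-3 D3A mutant. Medium: Zinc-free 300 mM NaCl, 50 mM HEPES, 0.01% Triton X-100. Schedule: 1 h preincubation plus 2 h reaction at 25 °C. Measured by: 405 nm absorbance of p-nitroaniline, reads at 0 and 120 min. Read-out: percent activation relative to control range.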
PP1 inh: PP1-alpha phosphatase inhibitors, primary screen, counter-screen for PP5 inhibitor project, biochemical, fluorescence, OMFP substrate, single point | inhibition, % at 6.7 µM | Serine/threonine-protein phosphatase PP1-alpha catalytic subunit (Homo sapiens), P62136 | AID 2235, 2010 | purified PP1alpha | 320,000 compounds, 0.9% hits;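 active means inhibition above the mean inhibition of all tested compounds plus 3 SD, computed separately for each screening campaign, cut at about 15% in these data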
proCasp7 act: procaspase-7 activators, primary screen, counter-screen for procaspase-3 activator project, biochemical, absorbance, HTS, human; Caspase-7 (Homo sapiens), P55210; recombinant procaspase-7, Ac-DEVD-pNA absorbance 405 nm; D23A/D198A/D206A triple mutant, cannot self-cleave; scale: DMSO 0, 5 µM enzyme 100; activation, % at 8.5 µM; 330,000 compounds, 0.093% hits; AID 463210, 2010;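 active means percent activation above the screen-wide mean plus 3 SD, cut at about 25% in these data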
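Material: Procaspase-7 triple mutant (PC-7 D3A) | Quantity: 2 µM procaspase-7 mutant as dispensed | Reagent: DEVD-pNA substrate | Times: 1 h preincubation, 2 h reaction | Technique: 405 nm absorbance of p-nitroaniline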
VLA-4 inh: inhibition in human VLA-4 binding assay, primary screen, VLA-4 allosteric modulator project, MLPCN library, flow cytometry, VLA-4 expressing cells. Integrin alpha-4 (Homo sapiens), P13612. ligand binding flow cytometry. inhibition, % (about 7 µM as worked out from the volumes in the protocol). 330,000 compounds, 0.2% hits; in the data active means inhibition above about 50%
PP5 primary: PP5 phosphatase inhibitors, primary screen, biochemical, fluorescence. Serine/threonine-protein phosphatase 5 (Homo sapiens), P53041. inhibition, % at 6.7 µM. purified PP5c, OMFP substrate fluorescence. 320,000 compounds, 0.18% hits;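 active means inhibition above the campaign's mean inhibition across all tested compounds plus 3 SD, cut at about 9.5% in these data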;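 further: 0% = DMSO only and 100% = 100 µM cantharidin control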
Numbers without * were called inactive; · = not tested or not shown.

SMILES	CTSL1 counter	GASC-1 inh	HCV core dimer	GRK2 aptamer HTS	proCasp3 act	PP1 inh	proCasp7 act	VLA-4 inh	PP5 primary
O=C(COC(=O)CC(NC(=O)c1ccccc1Cl)c1ccccc1)Nc1cccc(F)c1 (stereo not given)	-1	4	-11	0	-16	1	2	2	3.4
CC1CCN(S(=O)(=O)c2ccccc2[N+](=O)[O-])CC1	1	26	5	0	8	-4	2	0	-0.3
O=C(NC(C1CC1)C1CC1)C1CCC(=O)N(CCCN2CCCC2=O)C1 (stereo not given)	-2	1	2	0	5	0	5	-5	4.8
Nc1c(C(=O)N2CCOCC2)sc(=S)n1-c1ccccc1	2	26	-6	0	-10	-2	-6	-5	0.8
CC(Sc1nc(-c2ccccc2)cc(C(F)(F)F)n1)C(=O)O (stereo not given)	-4	-18	-4	6	-6	-2	-3	-2	-0.2
O=C(O)C1CCC(CNCc2ccncc2)CC1 (stereo not given)	-2	-8	2	1	-2	9	2	12	1.4
CC(=O)c1ccc(OCCNS(=O)(=O)c2ccc(-n3cnnn3)cc2)cc1	-2	12	4	4	2	4	12	17	0.1
O=C(Cn1cnc2c(cnn2-c2ccc(Cl)cc2)c1=O)N1CCN(c2ccccc2)CC1	3	-16	6	0	-1	-6	4	-2	-1.6
O=C(O)c1ccc(OCCCCCCOC2CCCCO2)cc1 (stereo not given)	-2	6	8	0	5	1	4	-334	0.6
CCOC(=O)CNC(=O)N1CCc2ccc(NC(=O)c3ccccc3OC)cc2C1	0	8	3	12	-2	-4	4	-11	1.6
CN1CCN(/C=N/c2sc3c(c2C#N)CCCCC3)CC1	4	5	-3	0	2	4	5	8	-1.0
O=C(COC(=O)[C@H](Cc1ccccc1)NC(=O)c1ccco1)Nc1ccccc1	·	4	·	0	2	·	-1	-2	·
NS(=O)(=O)c1ccc(NC(=O)COc2ncnc3c2cnn3-c2ccccc2)cc1	1	16	0	0	2	-4	8	-2	1.6
O=C(O)COc1ccc(/C=C/c2nc3ccc([N+](=O)[O-])cc3s2)cc1	-1	-3	-6	0	-4	-3	-9	-19	1.5
COc1ccc(S(=O)(=O)N2CCOCC2)cc1NC(=O)Cc1sc(C)nc1-c1ccc(F)cc1	0	-23	5	2	-2	-3	9	5	0.1
CCc1ccc(OCC(=O)N(Cc2cccs2)C2CCS(=O)(=O)C2)cc1 (stereo not given)	2	-3	-9	4	-4	2	5	-14	5.2
COc1ccccc1-c1c(C#N)c(N)nc2c1CCc1ccccc1-2	1	-6	5	0	11	0	-26	-25	5.3
COc1ccc(/C=N\NC(=O)c2cc(O)c(O)c(O)c2)cc1COc1ccc(C(=O)OCC(C)C)cc1	-1	-50	22	4	-10	27*	-20	9	7.0
COc1ccc(-c2nnc(SCC(=O)NC3CCCCC3)o2)cc1OC	1	2	-5	1	-7	1	4	-4	-2.4
CN(C)c1cccc(C(=O)OCC(=O)Nc2ccccc2-c2ccccc2)c1	1	-9	8	0	6	4	-2	9	-1.3
OCC1CCCN(Cc2cn(Cc3ccccc3)nc2-c2cc3ccccc3o2)C1 (stereo not given)	-4	-10	1	0	-6	-2	3	12	-1.3
O=C(CSc1nncs1)NC(=O)NC1CCCC1	2	-8	-1	1	6	1	-1	1	-4.6
S=C(Cc1ccc(-c2ccccc2)cc1)N1CCOCC1	2	8	-5	1	9	2	6	-19	3.9
FC(F)(F)c1cccc(NC(=S)NC(c2ccccc2)c2ccccc2)c1	-4	-2	-5	1	-6	-2	7	-4	4.0
COC(=O)c1cc2ccsc2n1CC(=O)Nc1ccc(N(C)C)cc1	-3	9	1	0	-3	1	6	-8	0.0
Fc1ccc(CSc2nnc(-c3cnccn3)n2Cc2ccco2)cc1	-3	2	4	1	4	-2	3	-3	0.1
O=C(C1CC1)N1CCN=C1SCc1ccc(Cl)cc1	0	10	0	0	3	-3	8	-4	-0.1
O=C(CSc1ccc(-c2ccccn2)nn1)NCc1ccc(Cl)cc1	1	-3	1	1	1	-2	3	3	-1.1
CC(C)[C@H](NC(=O)c1ccccc1Cl)C(=O)OCC(=O)NCc1ccc2c(c1)OCO2	·	-1	·	42*	2	·	-7	6	·
CNC(=O)c1ccc(Nc2nnc(-c3ccc(O)cc3)c3ccccc23)cc1	3	-11	1	1	-10	4	-4	20	-1.8
CN(c1cccc(NC(=O)c2ccc(Cl)c(S(=O)(=O)Nc3ccccc3)c2)c1)S(C)(=O)=O	2	5	1	3	-1	-1	13	0	3.2
Cc1ccc(S(=O)(=O)Nc2ccc(-c3nnc(SCc4ccccc4Cl)o3)cc2)cc1	1	-4	12	0	12	1	0	13	4.3
CS(=O)(=O)c1ccc(C(=O)NCc2ccccc2F)cc1	0	-29	-5	1	1	0	7	15	-3.0
Cc1cc(C(=O)Nc2nnc(C3CCCCC3)s2)no1	-4	1	2	1	0	-5	1	-2	4.1
O=C(/C=C/c1ccccc1[N+](=O)[O-])N1CCN(c2ccc(F)cc2)CC1	-1	2	-1	1	4	4	-2	7	2.6
c1coc(-c2ncc[nH]2)c1	0	-5	2	1	3	-1	3	13	-0.3
CCOC(=O)C(C)(C)Sc1nc2c(cnn2-c2ccc(C)cc2)c(=O)[nH]1	5	3	5	0	1	4	10	-5	2.3
CCCCNCc1nc2ccccc2c(=O)[nH]1	1	-5	-3	1	3	-2	3	3	1.4
O=C(NC1CCCCC1)c1cc(S(=O)(=O)N2CCN(c3ccccc3)CC2)ccc1Cl	·	·	·	0	12	·	7	4	·
COc1ccc(NS(=O)(=O)c2ccc(N3CCOCC3)c(NC(=O)c3cccc(F)c3)c2)cc1	3	-4	12	0	2	-1	6	33	1.6
CCc1ccc(C(=O)CSc2n[nH]c(C)n2)cc1	-1	-2	0	3	-11	-4	-10	5	-0.7
CCC1CN(C)C2Cc3c([nH]c4ccccc34)C(=O)CC1C2C(=O)OC (stereo not given)	1	-17	6	0	6	-8	-5	-4	2.5
Cc1cccc(NC(=O)c2ccc(Cn3cc(C(F)(F)F)ccc3=O)cc2)c1	2	-6	0	3	-2	-1	11	9	1.4
Cc1ccc(OC(=O)c2ccc(Cl)c([N+](=O)[O-])c2)cn1	3	-4	-1	0	9	-1	-2	2	0.2

Sorted by the number under PP5 primary (lowest first): three of the compounds above.
compound,GASC-1 inh,HCV core dimer,GRK2 aptamer HTS,proCasp3 act,VLA-4 inh,PP5 primary
CCc1ccc(C(=O)CSc2n[nH]c(C)n2)cc1,-2,0,3,-11,5,-0.7
Cc1cccc(NC(=O)c2ccc(Cn3cc(C(F)(F)F)ccc3=O)cc2)c1,-6,0,3,-2,9,1.4
CCC1CN(C)C2Cc3c([nH]c4ccccc34)C(=O)CC1C2C(=O)OC (stereo not given),-17,6,0,6,-4,2.5

Gathered by group: the entries above containing fluorine (9)
SMILES	CTSL1 counter	GASC-1 inh	HCV core dimer	GRK2 aptamer HTS	proCasp3 act	PP1 inh	proCasp7 act	VLA-4 inh	PP5 primary
O=C(COC(=O)CC(NC(=O)c1ccccc1Cl)c1ccccc1)Nc1cccc(F)c1 (stereo not given)	-1	4	-11	0	-16	1	2	2	3.4
CC(Sc1nc(-c2ccccc2)cc(C(F)(F)F)n1)C(=O)O (stereo not given)	-4	-18	-4	6	-6	-2	-3	-2	-0.2
COc1ccc(S(=O)(=O)N2CCOCC2)cc1NC(=O)Cc1sc(C)nc1-c1ccc(F)cc1	0	-23	5	2	-2	-3	9	5	0.1
FC(F)(F)c1cccc(NC(=S)NC(c2ccccc2)c2ccccc2)c1	-4	-2	-5	1	-6	-2	7	-4	4.0
Fc1ccc(CSc2nnc(-c3cnccn3)n2Cc2ccco2)cc1	-3	2	4	1	4	-2	3	-3	0.1
CS(=O)(=O)c1ccc(C(=O)NCc2ccccc2F)cc1	0	-29	-5	1	1	0	7	15	-3.0
O=C(/C=C/c1ccccc1[N+](=O)[O-])N1CCN(c2ccc(F)cc2)CC1	-1	2	-1	1	4	4	-2	7	2.6
COc1ccc(NS(=O)(=O)c2ccc(N3CCOCC3)c(NC(=O)c3cccc(F)c3)c2)cc1	3	-4	12	0	2	-1	6	33	1.6
Cc1cccc(NC(=O)c2ccc(Cn3cc(C(F)(F)F)ccc3=O)cc2)c1	2	-6	0	3	-2	-1	11	9	1.4

Source: PubChem BioAssay (several laboratories)

Random draw from the library, and some 2.6% of all compounds hit somewhere here.
